MEX-5 binding: C. elegans MEX-5 TCR-2 RNA binding activity; Q9XUB2; MEX-5/FITC-TCR2 RNA binding, fluorescence polarization; active compounds read low; activity score (negative = inhibition of binding), % at 10 µM; hit rate 0.38% among 300,000;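 active = inhibition past about -25% in most replicates, and total fluorescence under double the plate's negative control median, limit read from the data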;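 also: 0% = DMSO and -100% = 5 µM competing unlabeled TCR2 RNA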
Bcl-xL primary: blocks human Bcl-xL binding to Bim BH3 peptide; GST-Bcl-xL / FITC-Bim BH3 peptide fluorescence polarization; inhibition, % at 10.9 µM; Q07817; hit rate 0.7% among 320,000; AID 2129;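 active = inhibition above the mean of all tested compounds plus 3 SD, cutoff set per campaign, cut at about 30% in these data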;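 also: 0% = DMSO wells and 100% = unlabeled Bim-BH3 peptide competitor; inhibitors lower millipolarization by displacing the labeled peptide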
Target sequence (Q07817 whole entry, looked up): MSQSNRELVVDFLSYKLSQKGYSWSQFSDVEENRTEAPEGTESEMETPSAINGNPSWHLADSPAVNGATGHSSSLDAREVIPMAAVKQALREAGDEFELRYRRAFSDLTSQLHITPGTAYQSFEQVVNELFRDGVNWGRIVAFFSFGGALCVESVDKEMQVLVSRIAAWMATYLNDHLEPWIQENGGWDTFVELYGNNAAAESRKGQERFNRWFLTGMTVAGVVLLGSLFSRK
MCL1 BIM primary: disrupts human MCL1 binding to BIM-BH3 peptide; Q07820; inhibition, % at 10.9 µM; GST-MCL1 / FITC-Bim-BH3 fluorescence polarization; hit rate 0.68% among 320,000;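 active = inhibition above the mean inhibition of all tested compounds plus 3 SD, set per campaign, cut at about 40% in these data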;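 also: 0% = DMSO wells and 100% = unlabeled Bim-BH3 peptide control; higher means more loss of mP so more displacement of Bim peptide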
Target sequence (Q07820 whole entry, looked up): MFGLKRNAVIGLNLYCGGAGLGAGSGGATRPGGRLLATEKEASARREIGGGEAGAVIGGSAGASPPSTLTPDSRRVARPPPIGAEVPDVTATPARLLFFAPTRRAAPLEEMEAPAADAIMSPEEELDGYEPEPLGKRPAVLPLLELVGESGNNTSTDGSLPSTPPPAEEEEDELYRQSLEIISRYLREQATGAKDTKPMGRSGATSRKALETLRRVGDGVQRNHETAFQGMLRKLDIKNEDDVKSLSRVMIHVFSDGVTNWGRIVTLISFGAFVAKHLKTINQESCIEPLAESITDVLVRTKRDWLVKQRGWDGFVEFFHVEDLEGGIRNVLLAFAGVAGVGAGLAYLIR
VLA-4 inh: inhibition in a human VLA-4 binding assay | P13612 | VLA-4 expressing cells, ligand binding flow cytometry | inhibition, % (about 7 µM as worked out from the volumes in the protocol) | hit rate 0.2% among 330,000 | AID 2557; in the data active = inhibition above about 50%
Efflux pump inh: antifungal efflux pump inhibition, Nile Red retention. S. cerevisiae Candida pump triplex. inhibition, % at 10 µM. hit rate 0.44% among 330,000. AID 485275;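 active = plate passing quality check with inhibition over a set limit, or well fluorescence over plate mean plus 4 SD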;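 also: Nile Red retained in pooled yeast measured as flow cytometry median fluorescence; 0% = buffer negative control and 100% = Enniatin B positive control; higher means more Nile Red kept so more efflux inhibition; some compounds called inactive have numbers as strong as hits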
PME-1 inh: PME-1 (human) inhibition | hit rate 0.53% among 320,000 | Q9Y570 | recombinant PME-1, FP-Rh probe fluorescence polarization | inhibition, % at 5.9 µM;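 active = inhibition above the campaign mean of all compounds plus 3 SD, cut at about 26% in these data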;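 also: competitive labeling of PME-1 active site by serine hydrolase directed probe; 0% = PME-1 with DMSO and 100% = wells lacking PME-1 enzyme; inhibitors block probe labeling so polarization falls and inhibition rises; many of its hits are not listed in these tables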
Fam108B inh: blocks mouse Fam108B hydrolase in RBBP9 counter-screen; recombinant Fam108B, FP-Rh probe fluorescence polarization; inhibition, % at 9.51 µM; hit rate 0.33% among 300,000;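 active = inhibition above the screen mean inhibition plus 3 SD, computed separately per campaign, cut at about 18% in these data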;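 also: inhibitors lower polarization as less probe binds the enzyme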
GRK2 inh: human GRK2 inhibition via aptamer displacement; P25098; bead flow cytometry, FAM-aptamer displacement from GRK2; inhibition of aptamer binding, % at 10 µM; hit rate 0.59% among 330,000; AID 488847;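 active = inhibition of aptamer binding above 40%, roughly 3 SD of noise, on plates passing a quality check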;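 also: median bead fluorescence of bound FAM aptamer so fluorescent compounds give negative values; no value below 0 was filed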
GLD-1 TGE inh: GLD-1-TGE RNA interaction inhibition (C. elegans). inhibition, % at 5.96 µM. purified GLD-1 + fluorescein TGE RNA, fluorescence polarization. hit rate 0.44% among 320,000. AID 2280. Q17339;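 active = percent inhibition above a per-plate cutoff, the plate mean of test compounds plus 3 SD, cut at about 30% in these data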;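 also: 0% = DMSO wells with GLD-1 and probe and 100% = wells lacking GLD-1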
Target sequence (Q17339 whole entry, looked up): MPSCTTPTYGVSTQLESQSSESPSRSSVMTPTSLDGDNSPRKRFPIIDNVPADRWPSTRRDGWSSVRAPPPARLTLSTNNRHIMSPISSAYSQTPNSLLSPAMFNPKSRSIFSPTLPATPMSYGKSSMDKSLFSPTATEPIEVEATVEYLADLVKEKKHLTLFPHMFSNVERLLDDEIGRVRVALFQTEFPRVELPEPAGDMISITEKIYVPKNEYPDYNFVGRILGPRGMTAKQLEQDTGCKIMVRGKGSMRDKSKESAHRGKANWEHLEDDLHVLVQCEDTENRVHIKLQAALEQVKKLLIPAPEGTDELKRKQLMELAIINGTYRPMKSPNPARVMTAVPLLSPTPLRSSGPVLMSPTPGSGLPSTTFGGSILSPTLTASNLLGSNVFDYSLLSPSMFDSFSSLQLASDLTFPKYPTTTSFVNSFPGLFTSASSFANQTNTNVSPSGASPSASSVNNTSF
Numbers without * were called inactive.

How did CC(C)(C)C(=O)NC(CC(=O)O)c1ccccc1 (stereo not given) do in these assays?
MEX-5 binding: 2.6; Bcl-xL primary: 2; MCL1 BIM primary: -1; VLA-4 inh: 8; Efflux pump inh: -0.2; PME-1 inh: -3; Fam108B inh: 3; GRK2 inh: 0; GLD-1 TGE inh: 2

What do the screens show for `NNC(=O)c1ccncc1`?
VLA-4 inh: -9; Efflux pump inh: -0.1; GRK2 inh: 1; GLD-1 TGE inh: 2

How did O=C(CCl)NNC(=O)c1c(O)c2ccccc2[nH]c1=O do in these assays?
MEX-5 binding: -2.4; Bcl-xL primary: 2; MCL1 BIM primary: 0; VLA-4 inh: 4; Efflux pump inh: -0.1; PME-1 inh: 0; Fam108B inh: 5; GRK2 inh: 0; GLD-1 TGE inh: -1

Results for CCCC(=O)Nc1cc(-c2nc3ncccc3o2)ccc1Cl ?
MEX-5 binding: 2.7; Bcl-xL primary: 5; MCL1 BIM primary: 12; VLA-4 inh: -1; Efflux pump inh: -0.1; PME-1 inh: -2; Fam108B inh: -1; GRK2 inh: 0; GLD-1 TGE inh: -6

How did COC(=O)C1C(=O)CC(C)(O)C(C(=O)OC)C1c1ccccc1F (stereo not given) do in these assays?
MEX-5 binding: 0.0; Bcl-xL primary: 6; MCL1 BIM primary: 4; VLA-4 inh: 7; Efflux pump inh: 0.0; PME-1 inh: -1; Fam108B inh: -1; GRK2 inh: 37; GLD-1 TGE inh: -6

Results for COC(=O)C1(C)NC(c2ccc(O)cc2)C2C(=O)N(c3ccc4c(c3)OCCO4)C(=O)C21 (stereo not given) ?
MEX-5 binding: 0.0; Bcl-xL primary: 5; MCL1 BIM primary: 4; VLA-4 inh: 5; Efflux pump inh: -0.2; PME-1 inh: -3; Fam108B inh: 2; GRK2 inh: 0; GLD-1 TGE inh: 1

Results for C=CCNC(=O)COc1cc(C)cc(C)c1C ?
MEX-5 binding: -1.0; Bcl-xL primary: 2; MCL1 BIM primary: 0; VLA-4 inh: 4; Efflux pump inh: -0.2; PME-1 inh: 4; Fam108B inh: 0; GRK2 inh: 3; GLD-1 TGE inh: 4

How did Cc1ccc(S(=O)(=O)Cn2nnnc2CN2CCN(Cc3ccc4c(c3)OCO4)CC2)cc1 do in these assays?
MEX-5 binding: 2.7; Bcl-xL primary: 7; MCL1 BIM primary: -2; VLA-4 inh: -1; Efflux pump inh: -0.1; PME-1 inh: -5; Fam108B inh: -3; GRK2 inh: 0; GLD-1 TGE inh: -2

How did CC(C)c1nnc(NC(=O)CCC(=O)N2CCN(C3c4ccccc4-c4ccccc43)CC2)s1 do in these assays?
MEX-5 binding: -2.4; Bcl-xL primary: 2; MCL1 BIM primary: -3; VLA-4 inh: 9; Efflux pump inh: 0.8; PME-1 inh: -7; Fam108B inh: 1; GRK2 inh: 3; GLD-1 TGE inh: 1

Results for O=C(NNS(=O)(=O)c1ccc(F)cc1)c1cc2ccccc2cc1O ?
MEX-5 binding: 0.9; Bcl-xL primary: 6; MCL1 BIM primary: 8; VLA-4 inh: -8; Efflux pump inh: -0.5; PME-1 inh: -1; Fam108B inh: -1; GRK2 inh: 2; GLD-1 TGE inh: -5

How did COc1ccccc1OCC(=O)Nc1c2c(nn1-c1ccccc1)CS(=O)(=O)C2 do in these assays?
MEX-5 binding: -1.5; Bcl-xL primary: 2; MCL1 BIM primary: 6; VLA-4 inh: -14; Efflux pump inh: 0.3; PME-1 inh: -3; Fam108B inh: -1; GRK2 inh: 2; GLD-1 TGE inh: -6

Results for COC(=O)c1ccccc1S(=O)(=O)N1CCC(c2nc3ccccc3o2)CC1 ?
MEX-5 binding: 2.6; Bcl-xL primary: 0; MCL1 BIM primary: -7; VLA-4 inh: -8; Efflux pump inh: 0.2; PME-1 inh: -2; Fam108B inh: -3; GRK2 inh: 2; GLD-1 TGE inh: 2

Results for O=C(NC12CC3CC(CC(C3)C1)C2)N1CCC(O)(c2ccc3c(c2)OCO3)CC1 ?
MEX-5 binding: 0.7; Bcl-xL primary: -3; MCL1 BIM primary: -5; VLA-4 inh: 10; Efflux pump inh: 0.3; PME-1 inh: 3; Fam108B inh: 3; GRK2 inh: 1; GLD-1 TGE inh: 6

Results for CC1(C)Cc2c(cnn2-c2ccccc2)-c2c1c1ccccc1n2CC(O)CBr (stereo not given) ?
MEX-5 binding: 1.1; Bcl-xL primary: 10; MCL1 BIM primary: 4; VLA-4 inh: -2; Efflux pump inh: 0.0; PME-1 inh: 12; Fam108B inh: 9; GRK2 inh: 7; GLD-1 TGE inh: 6

How did Cc1ccccc1N(CC(=O)NC1CCCC1)C(=O)c1csnn1 do in these assays?
MEX-5 binding: -0.9; Bcl-xL primary: -1; MCL1 BIM primary: 3; VLA-4 inh: 10; Efflux pump inh: 0.0; PME-1 inh: -6; Fam108B inh: -2; GRK2 inh: 3; GLD-1 TGE inh: -1

What do the screens show for `Cc1ccc(F)cc1NC(=O)CCc1c(C)nn(-c2ccc(N3CCCCC3)nn2)c1C`?
MEX-5 binding: -0.4; Bcl-xL primary: 0; MCL1 BIM primary: -4; VLA-4 inh: 12; Efflux pump inh: 0.3; PME-1 inh: -1; Fam108B inh: -4; GRK2 inh: 1; GLD-1 TGE inh: 3

How did COCCn1c(=NC(=O)c2cccs2)sc2cc(NC(C)=O)ccc21 do in these assays?
MEX-5 binding: 1.3; Bcl-xL primary: 1; MCL1 BIM primary: 0; VLA-4 inh: 4; Efflux pump inh: 0.2; PME-1 inh: 2; Fam108B inh: -1; GRK2 inh: 1; GLD-1 TGE inh: 2

Results for COCCNC(=S)N/N=C/c1c2ccccc2cc2ccccc12 ?
MEX-5 binding: -8.7; Bcl-xL primary: -8; MCL1 BIM primary: -22; VLA-4 inh: -7; Efflux pump inh: -0.1; PME-1 inh: -8; Fam108B inh: -6; GRK2 inh: 2; GLD-1 TGE inh: -10

Results for CC1(C)Cc2ccccc2C(=NC(Cc2c[nH]c3ccccc23)C(=O)O)N1 (stereo not given) ?
MEX-5 binding: 5.6; Bcl-xL primary: 5; MCL1 BIM primary: -1; VLA-4 inh: 2; Efflux pump inh: 0.2; PME-1 inh: -6; Fam108B inh: -1; GRK2 inh: 0; GLD-1 TGE inh: 3

What do the screens show for `CCOC(=O)c1ccc(NC2Nc3cc(C)nn3S2)cc1` (stereo not given)?
MEX-5 binding: 0.9; Bcl-xL primary: -7; MCL1 BIM primary: -10; VLA-4 inh: 9; Efflux pump inh: -0.1; PME-1 inh: -2; Fam108B inh: -3; GRK2 inh: 0; GLD-1 TGE inh: -2

Results for O=C(Nc1ccc2c(c1)OCO2)c1ccc(NC2CC2)c([N+](=O)[O-])c1 ?
MEX-5 binding: 2.1; Bcl-xL primary: 2; MCL1 BIM primary: -4; VLA-4 inh: 20; Efflux pump inh: 0.0; PME-1 inh: 8; Fam108B inh: 9; GRK2 inh: 1; GLD-1 TGE inh: 0

Results for NS(=O)(=O)c1ccc(N/N=C/C=C/c2ccccc2[N+](=O)[O-])cc1 ?
MEX-5 binding: -1.3; Bcl-xL primary: 3; MCL1 BIM primary: -1; VLA-4 inh: 2; Efflux pump inh: 0.0; PME-1 inh: 9; Fam108B inh: 3; GRK2 inh: 1; GLD-1 TGE inh: 8

What do the screens show for `CC(=O)Cc1nsc(Nc2ccc(Cl)cc2)n1`?
Bcl-xL primary: 9; MCL1 BIM primary: 10; VLA-4 inh: -5; Efflux pump inh: -0.1; PME-1 inh: -3; Fam108B inh: 0; GRK2 inh: 1; GLD-1 TGE inh: -7

How did Cc1cc2cc(CCNS(=O)(=O)c3ccc(F)cc3)c(=O)[nH]c2cc1C do in these assays?
MEX-5 binding: -2.6; Bcl-xL primary: 0; MCL1 BIM primary: -2; VLA-4 inh: 1; Efflux pump inh: -0.4; PME-1 inh: 2; Fam108B inh: 1; GRK2 inh: 0; GLD-1 TGE inh: 13

How did CC(C)CCNC(=O)c1onc(CSc2nc3ccccc3[nH]2)c1C(=O)NCCC(C)C do in these assays?
MEX-5 binding: 0.5; Bcl-xL primary: -2; MCL1 BIM primary: -4; VLA-4 inh: 47; Efflux pump inh: -0.1; PME-1 inh: -3; Fam108B inh: -7; GRK2 inh: 0; GLD-1 TGE inh: 9

How did C=CCNC(=S)NNC(=O)COc1ccc2cc(Br)ccc2c1 do in these assays?
MEX-5 binding: 0.3; Bcl-xL primary: -5; MCL1 BIM primary: 4; VLA-4 inh: 2; Efflux pump inh: -0.1; PME-1 inh: -1; Fam108B inh: 2; GRK2 inh: 1; GLD-1 TGE inh: 0

How did Cc1cccc(NC(=O)C(C)Sc2nnc(-c3cccnc3)o2)c1 (stereo not given) do in these assays?
Bcl-xL primary: -1; MCL1 BIM primary: -14; VLA-4 inh: 3; Efflux pump inh: -0.1; PME-1 inh: 3; GRK2 inh: 0; GLD-1 TGE inh: 6

What do the screens show for `CC1CC(=O)C=C(O)C1C(=O)OC(C)(C)C` (stereo not given)?
MEX-5 binding: -0.3; Bcl-xL primary: 1; MCL1 BIM primary: -4; VLA-4 inh: 11; Efflux pump inh: 0.1; PME-1 inh: 0; Fam108B inh: -2; GRK2 inh: 2; GLD-1 TGE inh: -9

What do the screens show for `COC(=O)CCC(=O)OC1(C)C(=O)C2=CN(Cc3ccc4c(c3)OCO4)C(c3ccc(OC)cc3)=CC2=C(Br)C1=O` (stereo not given)?
MEX-5 binding: -2.0; Bcl-xL primary: 12; MCL1 BIM primary: 6; VLA-4 inh: -25; Efflux pump inh: 0.3; PME-1 inh: 0; Fam108B inh: 2; GRK2 inh: 11; GLD-1 TGE inh: -1

Results for CCOC(=O)N1CCC(NC(=O)c2cc3c(-c4ccc(OC)c(OC)c4)nn(C)c3s2)CC1 ?
MEX-5 binding: -12; Bcl-xL primary: 3; MCL1 BIM primary: 4; VLA-4 inh: -10; Efflux pump inh: 0.1; PME-1 inh: 4; Fam108B inh: -1; GRK2 inh: 0; GLD-1 TGE inh: 11

What do the screens show for `CC(=O)N(C)c1ccc(NC(=O)CCN2C(=O)c3ccccc3C2=O)cc1`?
MEX-5 binding: 1.6; Bcl-xL primary: 9; MCL1 BIM primary: 4; VLA-4 inh: 2; Efflux pump inh: 0.0; PME-1 inh: 0; Fam108B inh: 1; GRK2 inh: 1; GLD-1 TGE inh: 8

How did CCc1noc(C)c1C(=O)N(CC)c1nc2c(C)cccc2s1 do in these assays?
MEX-5 binding: -0.5; Bcl-xL primary: 4; MCL1 BIM primary: -1; VLA-4 inh: -1; Efflux pump inh: 0.0; PME-1 inh: 2; Fam108B inh: 5; GRK2 inh: 1; GLD-1 TGE inh: -1

How did Cc1cccc(CS(=O)(=O)Cc2ccc(C(=O)NCc3cccnc3)o2)c1 do in these assays?
MEX-5 binding: 1.6; Bcl-xL primary: 2; MCL1 BIM primary: -2; VLA-4 inh: 2; Efflux pump inh: 0.1; PME-1 inh: -3; Fam108B inh: 1; GRK2 inh: 0; GLD-1 TGE inh: 5

Results for Nc1c(C(=O)Nc2ccc(F)cc2)sc(=S)n1-c1ccccc1F ?
MEX-5 binding: -1.5; Bcl-xL primary: 6; MCL1 BIM primary: -3; VLA-4 inh: 3; Efflux pump inh: -0.1; PME-1 inh: -1; Fam108B inh: 4; GRK2 inh: 1; GLD-1 TGE inh: -13

Screening data deposited in PubChem by several laboratories.

The list is partial (hit frequency here may not be typical).
